E coli WT exp: blocks growth of wild type E. coli BW25113 | 98,000 tested, 0.15% active | growth inhibition, % at 100 µM | AID 710 | OD600 absorbance;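 active = growth inhibition above about 50% at one test dose, limit read from the data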;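 also: growth measured after 20 h incubation at 37 °C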
LYP inh 2: inhibitors of human LYP (PTPN22) phosphatase. recombinant LYP catalytic domain, DiFMUP fluorescence. inhibition, % at 2 µM. 96,000 tested, 0.21% active. AID 640;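 active = inhibition at 2 µM at or above a set limit, the screen mean plus 3 SD, cut at about 24% in these data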;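 also: 0% = DMSO with enzyme and 100% = enzyme fully blocked by orthovanadate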
DAT uptake mod: human DAT dopamine uptake with cocaine, either direction | Q01959 | LLC-PK1 hDAT cells, [14C]-dopamine uptake with cocaine IC80; actives deviate in either direction | B-score at 10 µM | 110,000 tested, 1.3% active | AID 449768;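 active = Z score or B-score, a plate-position-corrected score, falls beyond the plate's 99.7% confidence bounds, in either direction; inactive = both scores lie inside the 99.7% bounds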;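 also: scored against the spread of the other compound wells on the same plate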
Target sequence (Q01959 whole entry, looked up): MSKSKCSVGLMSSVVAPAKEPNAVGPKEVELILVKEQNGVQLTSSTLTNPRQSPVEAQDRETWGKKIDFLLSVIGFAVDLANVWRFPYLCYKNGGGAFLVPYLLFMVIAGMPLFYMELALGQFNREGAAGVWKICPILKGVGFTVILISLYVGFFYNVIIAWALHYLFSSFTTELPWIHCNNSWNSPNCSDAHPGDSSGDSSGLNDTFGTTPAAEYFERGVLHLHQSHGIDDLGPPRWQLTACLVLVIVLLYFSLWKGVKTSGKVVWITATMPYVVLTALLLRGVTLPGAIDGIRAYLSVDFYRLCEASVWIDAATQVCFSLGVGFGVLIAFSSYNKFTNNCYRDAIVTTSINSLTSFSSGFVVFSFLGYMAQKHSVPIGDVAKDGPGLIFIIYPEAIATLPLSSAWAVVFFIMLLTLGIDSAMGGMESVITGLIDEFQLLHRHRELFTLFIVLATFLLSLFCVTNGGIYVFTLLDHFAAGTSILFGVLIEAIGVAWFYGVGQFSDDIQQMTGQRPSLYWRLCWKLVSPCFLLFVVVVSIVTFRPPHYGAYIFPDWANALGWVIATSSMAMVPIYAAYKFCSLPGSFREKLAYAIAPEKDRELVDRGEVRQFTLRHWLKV
PostGolgi yeast: growth inhibition of a yeast mutant, post-Golgi transport screen; post-Golgi transport phenotypic cell assay; inhibition, % at 10 µM; 98,000 tested, 0.9% active; AID 739;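 also: yeast cells grown in 1536-well plates; yeast grown about 18 h at 30C before absorbance read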
CYP2C9 activ: activators of human CYP2C9 | recombinant CYP2C9, luciferin-H conversion, luminescence; stronger effect = higher value; factor 1 = untreated enzyme, 0 = blocked | activation factor at 5 µM | AID 1024 | 96,000 tested, 1.4% active;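 active = activation factor of 2 or more for CYP2C9 at a 5 µM dose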;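 also: 0 = sulfaphenazole-blocked wells and 1 = vehicle-only wells; values of inactives mirror those of a sister screen read the other way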
Target sequence (P11712 whole entry, looked up): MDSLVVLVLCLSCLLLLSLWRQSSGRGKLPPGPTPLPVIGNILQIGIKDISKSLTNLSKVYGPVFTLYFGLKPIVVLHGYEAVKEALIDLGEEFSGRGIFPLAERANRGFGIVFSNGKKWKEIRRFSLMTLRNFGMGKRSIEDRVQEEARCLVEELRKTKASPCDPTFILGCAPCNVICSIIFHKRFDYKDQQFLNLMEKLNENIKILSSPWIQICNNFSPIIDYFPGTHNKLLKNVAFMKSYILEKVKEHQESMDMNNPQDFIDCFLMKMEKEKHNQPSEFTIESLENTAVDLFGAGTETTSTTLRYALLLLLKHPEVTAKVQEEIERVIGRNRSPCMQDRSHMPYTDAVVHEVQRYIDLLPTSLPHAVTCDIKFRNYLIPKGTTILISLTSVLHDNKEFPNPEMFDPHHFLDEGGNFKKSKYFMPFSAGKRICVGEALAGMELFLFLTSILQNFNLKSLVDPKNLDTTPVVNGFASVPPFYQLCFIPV
PostGolgi ctrl: growth of the yeast control strain, post-Golgi counter-screen; efflux-deficient yeast background strain, growth absorbance A615, 16 h; inhibition, % at 10 µM; 98,000 tested, 5% active
PTPN22 act: increases human PTPN22 phosphatase activity. recombinant LYP, DiFMUP fluorescence; 0 = plate median, 100 = signal doubled. activation, % at 2 µM. 96,000 tested, 0.11% active;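 active = activation at 2 µM above a set limit, the mean plus 5 SD, cut at about 37% in these data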
Pyk2 oligo antag: Pyk2 (human) oligomerization antagonism; Q14289; 99,000 tested, 0.83% active; z-score (the deposit names both 25 µM and 10 µM); Q293 cells, Pyk2 FERM NanoBiT luminescence; stronger effect = lower value;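 active = Z-score of -3 or lower, scaled per plate to the spread of control and sample wells; inactive = z-score above -3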;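 also: negative z-score means lost luminescence so less FERM oligomerization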
CYP2C9 inhib: human CYP2C9 inhibition | CYP2C9 Supersomes, luciferin-H conversion, luminescence | 96,000 tested, 20% active | P11712 | inhibition, % at 5 µM | AID 777;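 active = blocking of liver enzyme CYP2C9 beyond about 50% at 5 µM, limit read from the data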; also: values of inactives mirror those of a sister screen read the other way
An asterisk follows results filed as active; . = not tested or not shown. Rule as the data show it, unless noted: active = inhibition above about 30%; inactive = the rest.

SMILES	E coli WT exp	LYP inh 2	DAT uptake mod	PostGolgi yeast	CYP2C9 activ	PostGolgi ctrl	PTPN22 act	Pyk2 oligo antag	CYP2C9 inhib
CC1CCCC(C)N1C(=O)CSc1nc2ccccc2s1 (centres undefined)	-1	1	1.5	-1	0.4	27	1	1.2	61*
COCCCNC(=O)CCn1c(=O)c2ccccc2n(CC(=O)Nc2cc(Cl)ccc2C)c1=O	2	4	-0.96	11	0.6	4	-7	-0.04	42
O=C(c1ccco1)N1CCN(c2ncnc3scc(-c4ccc(F)cc4)c23)CC1	.	-10	0.54	.	.	.	8	-1.7	.
CCOC(=O)N1CC=C2C(C#N)=C(N)C(C#N)(C#N)[C@H](c3cccs3)C2C1 (some centres undefined)	.	3	0.15	.	.	.	3	1.7	.
COCCCNc1nc2c(c(=O)[nH]c(=O)n2C)n1CC(O)COc1ccccc1 (centres undefined)	.	8	-0.057	.	0.8	.	-5	0.09	20
Cc1n[nH]c(C)c1S(=O)(=O)N1CCCC(C(=O)N2CCN(c3ccc(Cl)cc3)CC2)C1 (centres undefined)	-1	9	0.39	17	0.7	44*	-9	-2.8	33
CCc1ccc2c(c1)cc(CN(C(=S)Nc1ccccc1)C1CC1)c1nnnn12	-1	.	-0.24	14	0.5	-9	.	-0.3	48
CCCCN1CC(C(=O)NCc2ccc(C)cc2)CC1=O (centres undefined)	7	-15	-0.21	0	1.2	-2	15	0.31	-21
COc1ccc(C(=O)NC(=S)NC(C)C)cc1Br	-4	-8	-0.73	-23	0.8	24	10	-1	18
NC(=O)c1ccc(NC(=O)c2ccc3c(c2)OCO3)cc1	-2	-3	-0.29	-5	1	5	3	0.33	-2
COCCNC(=O)CSc1nc2cc(OC)c(OC)cc2c(=O)n1CCC1=CCCCC1	-14	-2	-0.56	0	.	18	7	-1.1	.
Fc1ccccc1CSc1ncn[nH]1	.	-4	-2	.	.	.	3	1.8	.
COc1ccccc1CN1CC(C(=O)NCC2CCCO2)CC1=O (centres undefined)	-5	-5	0.088	4	0.8	11	3	-0.28	17
CCOc1cccc(NC(=O)C2CC(=O)NC(=Nc3ccccc3)S2)c1 (centres undefined)	0	6	0.17	-2	0.4	-1	-2	-0.12	62*
COc1ccc(S(=O)(=O)N2CCCC2C(=O)Nc2nc3c(s2)CCCC3)cc1 (centres undefined)	-15	-1	0.044	-3	0.2	15	-2	-0.2	80*
NC(=O)c1ccc(-n2nnnc2SCC(=O)Nc2ccc(N3CCOCC3)c(Cl)c2)cc1	-3	-18	-0.69	-12	0.9	-2	16	0.91	6
COc1ccc(S(=O)(=O)N2CCOCC2)cc1C(=O)Nc1nc2ccccc2s1	-8	-14	0.31	-3	1	3	12	0.51	-4
CCN(CC)S(=O)(=O)c1cccc(C(=O)N[C@H](C(=O)OCC(N)=O)C(C)C)c1	2	9	0.3	8	0.7	-4	-7	0.6	28
Cc1cc(C(C)(C)C)oc1C(=O)N(CC(=O)NC1CCCC1)c1cccc(C(F)(F)F)c1	-3	8	0.26	-7	0.8	0	-6	-0.48	22
CC(C)(C)C(=O)OCc1cn(-c2ccc(Cl)cc2)nn1	-1	4	0.33	-13	0.9	4	-1	-0.38	8
COC(=O)c1sc2ncccc2c1OCc1ccc(Cl)cc1	-1	0	0.072	-6	0.9	5	0	-0.9	11
CC(C)(C)C(=O)[C@H]1[C@H](c2ccccc2)[C@@]2(N=C(c3ccccc3)OC2=O)C2c3ccccc3C=NN21 (some centres undefined)	5	3	-0.36	-10	0.7	37*	0	0.1	29
Cc1ccc(Oc2ccc(OCC(=O)NC(C)C(=O)O)cc2)cc1 (centres undefined)	-13	-8	-0.91	-5	1.1	-5	4	0.71	-8
Cc1cc(OCCSc2nnc(-c3cccs3)n2C)ccc1Cl	-9	.	-0.51	8	0.6	21	.	-0.63	40
Cc1ccc(S(=O)(=O)N(C)c2ccc(C(=O)N3CCC(C(N)=O)CC3)cc2)cc1	-4	-15	-0.092	-3	0.9	3	13	0.08	9
COc1ccc(-c2nnc(SCc3cccc(C)c3)n2N)cc1	-5	-7	-0.37	-6	1.1	5	4	0.81	-14
CC(C)(C)C(=O)N(CCN(C(=O)C(C)(C)C)c1ccccc1)c1ccccc1	-1	4	0.6	0	0.8	12	0	0.27	15
Cc1ccc(S(=O)(=O)Nc2ccc(S(=O)(=O)Nc3ncccn3)cc2)cc1	4	-11	-0.12	2	0.5	7	12	1	49
Cc1ccccc1NC(=O)N1CCCC1C(=O)NCc1cccs1 (centres undefined)	.	4	-0.11	.	.	.	-3	-0.57	.
COc1ccc(Nc2nc(N)nc(CSCCO)n2)cc1	5	3	-1.1	14	0.9	17	-5	1.6	8

Whole records as entered above. Order of values: E coli WT exp, LYP inh 2, DAT uptake mod, PostGolgi yeast, CYP2C9 activ, PostGolgi ctrl, PTPN22 act, Pyk2 oligo antag, CYP2C9 inhib
Results for Cc1ccc(S(=O)(=O)Nc2ccc(S(=O)(=O)Nc3ncccn3)cc2)cc1 : 4, -11, -0.12, 2, 0.5, 7, 12, 1, 49
Results for Cc1ccccc1NC(=O)N1CCCC1C(=O)NCc1cccs1 (centres undefined) : ., 4, -0.11, ., ., ., -3, -0.57, .

Next compounds follow:
SMILES	E coli WT exp	LYP inh 2	DAT uptake mod	PostGolgi yeast	CYP2C9 activ	PostGolgi ctrl	PTPN22 act	Pyk2 oligo antag	CYP2C9 inhib
Cc1c2c(nc3c(C(=O)NC4CC4)cnn13)CCCC2	7	8	0.48	6	1.1	-3	-9	0.64	-14
CC(C)(C)C(=O)/C=C(\N)c1ccccn1	-3	5	0.049	7	1.2	4	-3	-0.42	-21
CCCCN1C(=O)NC(NC(=O)c2ccco2)(C(F)(F)F)C1=O (centres undefined)	5	12	0.15	-6	1	4	-11	0.67	3
Cc1ccc(-c2cc(C(=O)Nc3cnn(C45CC6CC(CC(C6)C4)C5)c3)no2)cc1	-8	1	0.11	-9	0.7	8	-4	0.51	26
Cc1ccc(OCc2nnc(SCC(=O)Nc3cccc4ccccc34)n2-c2ccccc2)cc1	.	6	0.99	.	.	.	-7	-1.3	.
Cc1ccc(-c2ccc(=O)n(CC(=O)NCCN3CCCCC3C)n2)cc1 (centres undefined)	-5	-10	-0.39	5	0.8	9	8	0.11	22
CCCc1nnc(SCC(=O)N2CCCC(C)C2)n1CC1CCCO1 (centres undefined)	-2	-14	1.4	7	1	-5	17	0.98	1
COc1ccc2oc(C(F)(F)C(F)F)cc(=O)c2c1	12	10	-0.0057	-1	0.7	7	-6	-0.3	33
CCOc1cccc(NC(=O)C2CCCN(S(=O)(=O)c3ccc(-n4cnnn4)cc3)C2)c1 (centres undefined)	-12	1	-0.04	0	1	4	-4	0.88	-1
CCOC(=O)c1cc(NC(=O)c2c(C)noc2C)cc(C(=O)OCC)c1	-3	-2	0.11	-13	0.3	11	-1	-1.9	75*
O=C(Nc1ccc2nsnc2c1)N1CCCCCC1	8	-8	-0.084	-3	1	0	8	-0.64	-2
CCN(CC)C(=O)CN(c1cc2c(cc1OC)oc1ccccc12)S(=O)(=O)c1ccccc1	-2	5	0.21	-3	0.6	13	-2	-0.42	37
O=C(COC(=O)C12CC3CC(CC(C3)C1)C2)NC12CC3CC(CC(C3)C1)C2	-3	1	0.64	13	0.8	33*	2	-0.33	18
CCOc1cc(C(c2c(C)[nH][nH]c2=O)c2c(C)[nH][nH]c2=O)ccc1OCc1ccc([N+](=O)[O-])cc1	-10	4	1.1	-7	0.7	9	-2	0.05	34
O=C(c1cccc(Cl)c1)N(Cc1cccs1)C1CCS(=O)(=O)C1 (centres undefined)	2	2	0.94	-2	1	2	-4	0.04	0
Cc1ccc(N(CC(=O)NC(C)c2ccccc2)S(=O)(=O)c2cccs2)cc1 (centres undefined)	-1	-1	0.47	0	0.1	4	-3	-1.8	86*
Cc1ccc(NC(=O)c2cc(C)on2)cc1	9	0	1.4	0	1	-1	-1	-1.1	5
CCC1(CC)NC(=O)N(CC(=O)OCC(=O)Nc2cc(C)ccc2C)C1=O	-3	-13	-0.13	12	0.8	6	12	0.7	16
CC(C)Cc1nnc(NC(=O)CSc2nc(N)cc(=O)[nH]2)s1	-7	-6	-0.78	2	1.3	3	8	0.24	-26
O=C(c1ccc2c(c1)OCO2)N1CCNc2ccccc2C1	2	-5	-0.23	-3	1.4	2	3	0.39	-40

Part of the list above, reduced to CYP2C9 activ:
canonical_smiles	CYP2C9 activ
Cc1ccc(Oc2ccc(OCC(=O)NC(C)C(=O)O)cc2)cc1 (centres undefined)	1.1
Cc1cc(OCCSc2nnc(-c3cccs3)n2C)ccc1Cl	0.6
Cc1ccc(S(=O)(=O)N(C)c2ccc(C(=O)N3CCC(C(N)=O)CC3)cc2)cc1	0.9
COc1ccc(-c2nnc(SCc3cccc(C)c3)n2N)cc1	1.1

(cont.)
SMILES	E coli WT exp	LYP inh 2	DAT uptake mod	PostGolgi yeast	CYP2C9 activ	PostGolgi ctrl	PTPN22 act	Pyk2 oligo antag	CYP2C9 inhib
Cc1[nH]c2ccccc2c1C(=O)COC(=O)C(C)C	3	1	1.1	-6	1.1	3	1	-0.43	-5
O=C1CCCc2c1[nH]c1ccccc21	17	-4	0.77	2	2.2*	6	3	0.18	-119
CCOc1ccc(OCC)c(NC(=O)CNS(=O)(=O)c2cccs2)c1	1	7	-0.5	1	0.7	1	-9	-0.9	34
COc1ccc(S(=O)(=O)Oc2ccc3c(c2)O/C(=C\c2cccnc2)C3=O)cc1	1	17	-0.9	6	0.1	16	-16	-2.1	92*
Oc1csc(Cc2nc(-c3ccc4ccccc4c3)cs2)n1	-7	-3	1.6	3	0.8	21	6	1.7	22
CCc1ccccc1NC(=O)CSc1nnc(Cn2cnc3ccccc32)o1	.	2	-1.2	.	.	.	-3	0.05	.
O=C(Cc1ccccc1)NCC1COc2ccccc2O1 (centres undefined)	.	-6	-0.00031	.	.	.	5	0.58	.
CCn1c(=O)c(C(=O)NCc2ccc(OC)cc2)c(O)c2ccccc21	13	4	-0.46	-4	0.3	0	0	-2.1	68*
Cc1cc(C(F)F)n2nc(C(=O)Nc3sc4c(c3C#N)CCC(C)C4)nc2n1 (centres undefined)	-10	-10	-0.24	30*	1	33*	13	5.1	-3
Nc1cc(N)nc(SCC(=O)N2CCCCC2)n1	8	-2	0.027	-3	0.5	12	0	0.74	52*
NC(=NC1CCCCC1)c1ccc([N+](=O)[O-])cc1	8	-2	0.14	-4	0.9	1	2	0.2	7
CCCN(CCC)C(=O)C1c2ccccc2Oc2ccccc21	3	-9	-0.41	6	0.5	32*	8	-2.1	53*
O=C(Cc1sc(-c2ccccc2)nc1-c1ccccc1)Nc1ccccc1	-8	2	0.17	18	0.5	10	-3	-1.2	52*
CCOC(OCC)P(=O)(c1ccccc1)c1ccccc1	1	3	-0.17	11	1.1	20	-3	0.19	-12
O=C(Nc1ccc(Cl)c(Cl)c1)c1ccncc1	22	2	1.1	-2	0.5	3	-1	1.8	54*
Cc1ccc(C)n1-n1c(C)nc2sc3c(c2c1=O)CCCCC3	-3	0	-0.42	-2	0.9	50*	-3	0.56	8
O=C1c2ccccc2C(=O)N1CCCc1nc(-c2ccc(Cl)cc2)no1	0	-4	-0.62	1	1	2	4	.	-3
CCOC(=O)CSc1nnc(NCC(=O)OC)c(=O)[nH]1	6	-6	-0.8	1	1.2	3	8	1.6	-23
O=[N+]([O-])c1cccc(-c2nnc3c4ccccc4c4ccccc4n23)c1	-1	0	-0.5	18	0.9	7	-2	-0.42	12
CC(C)c1ccc(NC(=O)C2CCN(S(C)(=O)=O)CC2)cc1	6	-6	-0.35	5	1.1	4	3	0.33	-8
O=C(NNC(=O)c1ccc2c(c1)OCO2)NC1CCCCC1	5	9	.	-3	1.1	3	-6	-0.42	-12
O=C1/C(=C/c2ccncc2)SC(=S)N1C1CCS(=O)(=O)C1 (centres undefined)	54*	0	2.5	2	0.6	5	4	0.12	42
Cc1[nH]nc2c1C(c1ccc(F)cc1)C(C#N)=C(N)O2 (centres undefined)	5	-1	-0.66	1	0.7	7	-1	-0.65	33
Cc1ccc(S(=O)(=O)N2CCN(c3ncnc4c3cnn4-c3ccccc3)CC2)cc1	4	4	0.34	-4	1.2	18	-6	-0.24	-17
